Compound activity deposited in PubChem BioAssay by Southern Research Specialized Biocontainment Screening Center.
H37Rv inhibition = M. tuberculosis growth inhibition, HTS (AID 449762); 0.59% of 330,000 active; one-dose inhibition, % at 25 µM; IC50 in µM for titrated hits; M. tuberculosis H37Rv growth inhibition, 7H9 media; higher % means a stronger effect; in the data active = a potency from the dose series; inconclusive = inhibition above about 70% without an active follow-up result;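 note: bacterial growth assessed after seven days of incubation; strong numbers were not always called active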
H1N1 NS1A inhibition = H1N1 influenza NS1A inhibitors, functional cell based assay (AID 504329); inhibition, % at 12.5 µM; hits with a dose series show IC50 in µM; 0.3% of 340,000 active; NS1A functional cell-based assay, percent inhibition; higher % means a stronger effect; in the data active = a potency from the dose series; inconclusive = inhibition above about 27% without an active follow-up result; note: strong numbers were not always called active
PhoP GFP inhibition = PhoP regulon inhibitors, Salmonella typhi PhoP promoter GFP reporter, confirmatory (AID 1850) | 0.33% of 310,000 active | inhibition, % at 50 µM, or IC50 in µM where a hit was titrated | Salmonella Typhi PhoP-promoter GFP reporter, fluorescence, 4 h; higher % means a stronger effect; in the data active = a potency from the dose series; inconclusive = inhibition mostly from about 25% at the one dose, without a potency; inactive = the rest, 99 in 100 with inhibition below about 19%;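 note: 0% = induced wells with vehicle and 100% = uninduced wells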
tuberculosis growth = growth inhibition of non-replicating M. tuberculosis (AID 488890); 0.39% of 320,000 active; Mycobacterium tuberculosis non-replicating, growth inhibition; higher % means a stronger effect; inhibition, % at 25 µM, or IC50 in µM where a hit was titrated; in the data active = a potency from the dose series; inconclusive = inhibition mostly from about 82% at the one dose, without a potency; inactive = the rest, 99 in 100 with inhibition below about 76%;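 note: plate controls were DMSO cells for no effect and high antibiotic wells for full effect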
VEEV TC-83 Vero = inhibitors of VEEV TC-83 cytopathic effect, confirmation, Vero cells (AID 588727); Vero cells, VEEV TC-83 cytopathic effect inhibition; higher % means a stronger effect; 0.13% of 350,000 active; one-dose inhibition, % at 20 µM; IC50 in µM for titrated hits; in the data active = a potency from the dose series; inconclusive = inhibition mostly from about 14% at the one dose, without a potency; inactive = the rest, 99 in 100 with inhibition below about 12%; note: strong numbers were not always called active
VEEV TC-83 Vero 10K pilot screen = second read-out of VEEV TC-83 Vero, no call of its own (marks repeat the call); inhibition, %; measured here: 10K pilot screen inhibition
Numbers without * were called inactive; i = inactive; ? = inconclusive; . = no result given.

SMILES	H37Rv inhibition	H1N1 NS1A inhibition	PhoP GFP inhibition	tuberculosis growth	VEEV TC-83 Vero	others
CN1CCN(C(=O)C2=C[C@H](c3coc4ccccc4c3=O)C[C@H](OCc3ccc(CO)cc3)O2)CC1	-14%	-10%	-2%	14%	0.3%	VEEV TC-83 Vero 10K pilot screen=0.3
O=C(C[C@@H]1C/C=C\C[C@@H](Cc2ccc(F)cc2)C(=O)OCCNC1=O)NCCO	-4%	0%	.	-19%	0.1%
CCc1ccccc1N(CC)C(=O)c1cn(C)c(=O)c2cc(OC)c(OC)cc12	3%	0%	-1%	-7%	4.5%
Cc1ccc(NC(=O)COc2ccccc2C(=O)Nc2ccccc2)cc1Cl	-4%	8%	7%	.	0.4%
CC1CCCCN1S(=O)(=O)c1ccc(S(=O)(=O)NCCc2ccncc2)cc1 (configuration not stated)	-6%	-14%	26%	15%	0.5%
O=C(CN(c1ccc(F)cc1)S(=O)(=O)c1ccc2c(c1)OCCO2)NCc1ccccn1	-8%	-5%	-9%	14%	i
O=C1COc2ccc(S(=O)(=O)CCC(=O)N3CCN(c4cccc(Cl)c4)CC3)cc2N1	4%	7%	1%	32%	2.0%
O=C(Cc1c[nH]c2ccccc12)N1CCN(c2ccccc2)CC1	6%	4%	7%	1%	1.8%
COc1ccccc1CNC(=O)C(=O)NCC1OCCCN1S(=O)(=O)c1ccc(F)cc1C (configuration not stated)	-3%	-4%	-9%	14%	2.6%
CC(C)OCCCNc1nc2c(-c3ccccc3)nnn2c2ccccc12	-3%	.	-10%	.	.
CC(=O)C1=C(C)NC(=S)NC1c1cc([N+](=O)[O-])ccc1O (configuration not stated)	-5%	-10%	2%	1%	0.3%
CC(NC(=O)Cn1nc(-c2ccccc2)c2ccccc2c1=O)c1ccccc1 (configuration not stated)	2%	21%	1%	30%	1.6%
COc1ccc(-n2cnnc2)cc1	3%	19%	0%	-1%	0.1%
CCCN1Cc2cccc(C(=O)NC(CC(=O)OCC)c3ccc(OC(C)C)cc3)c2C1=O (configuration not stated)	-2%	3%	-11%	18%	7.2%
O=C(CNC(=O)c1ccc2c(c1)OCCO2)N/N=C/c1ccc(Cl)cc1	0%	-46%	9%	-2%	i
CCCCOc1ccc(N(CC(=O)NC2CCCCC2)C(=O)CCC(=O)Nc2ccccn2)cc1	3%	5%	6%	-4%	1.8%
CNc1ccc(/C=C/C(=O)c2cccc3ccccc23)cc1[N+](=O)[O-]	-9%	-4%	-5%	17%	2.7%
O=C(COc1ccc(Cl)cc1Cl)NC(=S)N1CCCc2ccccc21	-1%	12%	-8%	-1%	i
CCn1c(=O)c2c(cnn2C)c2ccccc21	-7%	2%	1%	-2%	1.8%
O=C(O)C1CCN(c2nc(-c3ccccc3)nc3c2oc2ccccc23)CC1	48%	0%	-13%	38%	8.0%
C=CCn1c(=O)n(CCOC)c(=O)c2sc3ccccc3c21	-7%	4%	2%	-12%	1.8%
COc1cccc(NC(=O)CN(C)C(=O)c2cc(C)on2)c1	-1%	-10%	1%	-10%	1.8%
Cc1ccnc(NS(=O)(=O)c2ccc(NC(=O)C34CC5CC(CC(C5)C3)C4)cc2)n1	8%	-5%	2%	23%	i
O=C(COC(=O)c1ccc(Cl)nc1)Nc1c(Cl)cccc1C(F)(F)F	4%	2%	-7%	10%	i
O=C(Nc1cccc(-c2nnc(-c3ccccc3)o2)c1)C1CCCO1 (configuration not stated)	39%	-10%	-16%	-6%	7.8%
N#CC1=C(SCC(=O)c2ccc(Br)cc2)NC2=C(C(=O)CCC2)C1c1ccco1 (configuration not stated)	?	12%	-1%	75%	8.1%
CCn1c(SC)nnc1-c1ccc(S(=O)(=O)N2CCCCC2)cc1	6%	-19%	-4%	4%	0.6%
COc1ccc(CN(C)C(C)C(=O)Nc2ccc(S(=O)(=O)N3CCOCC3)cc2)c(OC)c1 (configuration not stated)	6%	-9%	6%	48%	i
C/C(=N\NC(=O)Cc1cccn1C)c1ccc2ccccc2c1	-6%	11%	8%	-6%	i
COc1cccc2cc(C(=O)CS(=O)(=O)c3ccc(Cl)cc3)c(=O)oc12	1%	1%	4%	-21%	4.2%
CCCOc1ccc(C(F)(F)F)cc1NS(=O)(=O)c1ccc(Cl)nc1	.	-2%	.	.	i
Cc1ccc(CCN2CC(C(=O)NCCCN3CCCCCC3)CC2=O)cc1 (configuration not stated)	-14%	-10%	-22%	3%	0.0%
O=S(=O)(Nc1cccc2ccccc12)c1cccc2nonc12	3%	2%	0%	45%	4.3%
CCOCCCNC(=O)C(c1ccc(Cl)cc1)N(Cc1cccs1)C(=O)c1ccccn1 (configuration not stated)	-3%	-2%	1%	9%	6.9%
CCCCC(NS(=O)(=O)c1ccc(C)cc1)C(=O)Oc1ccc2c3c(c(=O)oc2c1)CCC3 (configuration not stated)	-4%	-5%	-7%	-17%	1.6%
C=CCc1ccccc1OCC(CN1CCCCC1)OC(C)=O (configuration not stated)	-2%	-7%	2%	12%	1.8%
CCOc1nc(-c2ccccc2)ccc1-c1noc(COC)n1	14%	-4%	2%	4%	5.8%
CCC(=O)Nc1ccc(C(=O)COC(=O)c2nc3nccc(C)n3n2)cc1	-5%	-16%	.	2%	1.8%
Cc1nn(C)c(C)c1S(=O)(=O)N1CCC(C(=O)NC2CCCc3ccccc32)CC1 (configuration not stated)	-10%	2%	-5%	-7%	i
COc1ccc(CNC(=O)C(NC(C)=O)C(C)C)cc1OC (configuration not stated)	4%	-2%	9%	-2%	0.8%
Cc1onc(-c2c(F)cccc2Cl)c1C(=O)OCC(=O)Nc1c(C)n(C)n(-c2ccccc2)c1=O	-16%	-3%	-3%	6%	0.2%
CC(C)[C@@]1(c2ccc(Cl)cc2)ON(c2ccccc2C(F)(F)F)C1=O	-4%	.	.	-5%	.
Cc1ccc(S(=O)(=O)NC(C)C(=O)NC2CCCCCC2)cc1 (configuration not stated)	-7%	13%	-3%	6%	0.3%
Cc1cccc(C(=O)NCCNC(=O)c2cccc(C)c2)c1	2%	12%	-7%	1%	i
COc1ccc(N2CCN(C(=O)CNC(=O)c3cn(-c4ccccc4OC)c(=O)c4ccccc34)CC2)cc1	61%	0%	1%	8%	1.4%
O=C(CSc1nnc(COc2ccccc2)n1-c1ccccc1)c1ccccc1	3%	-11%	-9%	32%	5.1%
O=C(Nc1ccc(O)cc1)/C(=C\c1cccs1)NC(=O)c1ccccc1	-4%	25%	6%	5%	i
CC(=O)Nc1ccc(S(=O)(=O)N2CCN(C(=O)c3ncoc3-c3ccccc3C)CC2)cc1	0%	3%	-9%	-11%	2.4%
O=C(N/N=C/c1cc([N+](=O)[O-])ccc1Cl)c1cc(-c2ccccc2)nc2ccccc12	-5%	-13%	-6%	4%	0.2%
CCOC(=O)C1=C(C)NC2=C(C(=O)CC(c3ccc(OC)c(OC)c3)C2)C1c1ccc(C)o1 (configuration not stated)	-13%	6%	0%	19%	4.4%
(more compounds)
SMILES	H37Rv inhibition	H1N1 NS1A inhibition	PhoP GFP inhibition	tuberculosis growth	VEEV TC-83 Vero	others
O=C(O)CCCn1cc(NC(=O)c2cc(F)c(F)cc2Cl)cn1	4%	-6%	3%	-6%	0.9%
CC1CCCCC1NC(=O)COC(=O)CNC(=O)c1cccc(F)c1 (configuration not stated)	0%	1%	9%	-2%	1.1%
COc1ccc(NS(=O)(=O)c2cc(C(=O)N3CCN(C(C)=O)CC3)ccc2Cl)cc1	-10%	-4%	-5%	-3%	1.8%
CCN(Cc1ccccc1)S(=O)(=O)CCNC(=O)c1ccccc1	0%	-12%	11%	-4%	2.5%
COC(=O)CSc1nnc(-c2cccs2)n1-c1ccc(Cl)cc1	-2%	5%	-16%	?	i
CCc1c(Cl)nc(N)nc1Nc1ccccc1Cl	.	1%	.	.	0.9%
Nc1ccc2sc(N)nc2c1	-1%	-13%	.	1%	1.1%
COc1ccccc1CN=c1c([N+](=O)[O-])nn(-c2ccc3c(c2)OCCO3)n1O	?	19%	-24%	48%	1.8%
COC1C(OC(=O)/C=C/C=C/C=C/C=C/C(=O)O)CCC2(CO2)C1C1(C)OC1CC=C(C)C (configuration not stated) (tested in a mixture with another compound)	.	-6%	.	.	0.8%
CCNc1ncnc2[nH]ncc12	.	-6%	.	.	2.4%
C[C@]12CC[C@H]3[C@@H](CC[C@]4(O)C[C@@H](O)CC[C@]34C=O)[C@@]1(O)CC[C@@H]2C1=CC(=O)OC1	1%	3%	0%	-9%	25%
CCc1ccccc1NC(=O)C1CC(c2ccc(OC)cc2)=NO1 (configuration not stated)	1%	20%	-2%	46%	2.0%
Cc1cc(NC(=O)CSc2ccc(-c3nc4cc(C)c(C)cc4[nH]3)cn2)no1	0%	4%	-13%	5%	2.3%	VEEV TC-83 Vero 10K pilot screen=0.6
COC(=O)c1c(-c2cccnc2)csc1NC(=O)c1cc(C)on1	?	3%	-5%	39%	4.7%
Cc1ccc(NC(=O)CCSc2nnc(C)o2)cc1	25%	-3%	4%	9%	0.4%
CSc1ncccc1C(=O)OCC(=O)c1ccc[nH]1	10%	-3%	.	5%	3.6%
COc1cccc(NC(=O)c2ccc(NC(=O)C3CC(=O)OC34CCCCC4)cc2)c1 (configuration not stated)	-3%	5%	3%	16%	1.8%
O=C1CC(c2ccc(Br)cc2)NC(c2ccc(Br)cc2)C1c1ccccc1 (configuration not stated)	1%	.	-15%	-16%	.
CN(C)S(=O)(=O)c1ccc(C(=O)NNC(=O)c2ccccc2-n2cccc2)cc1	-3%	-6%	.	15%	1.6%
O=C(O)CCC(NC(=O)c1ccc(Cl)cc1)C(=O)O (configuration not stated)	4%	0%	0%	-15%	0.9%

Quoted at random: 2 records from the list, in no set order.
SMILES	H37Rv inhibition	H1N1 NS1A inhibition	PhoP GFP inhibition	tuberculosis growth	VEEV TC-83 Vero	others
CN(C)S(=O)(=O)c1ccc(C(=O)NNC(=O)c2ccccc2-n2cccc2)cc1	-3%	-6%	.	15%	1.6%
CCc1ccccc1NC(=O)C1CC(c2ccc(OC)cc2)=NO1 (configuration not stated)	1%	20%	-2%	46%	2.0%

(listing goes on)
SMILES	H37Rv inhibition	H1N1 NS1A inhibition	PhoP GFP inhibition	tuberculosis growth	VEEV TC-83 Vero	others
CC1=NN(C(=O)c2c(Br)cnn2C)C(O)(C(F)(F)F)C1 (configuration not stated)	10%	-4%	15%	?	0.3%
Cc1c(NS(=O)(=O)c2cc(C(=O)Nc3ccc(F)cc3Cl)ccc2Cl)c(=O)n(-c2ccccc2)n1C	.	-11%	.	.	10%
CSc1ncc(Cl)c(C(=O)NCc2cccnc2)n1	0%	-9%	13%	-3%	i
C=CCc1ccc(OCCCN2CCCC(C)C2)c(OC)c1 (configuration not stated)	-6%	5%	2%	13%	0.2%
Cn1nccc1C(=O)OCC(=O)Nc1ccccc1Cl	.	-5%	.	.	0.4%
Cc1ccc(OCC(=O)Nc2nnc(S(=O)(=O)N3CCCCC3)s2)cc1	10%	2%	7%	-13%	4.8%
CC1CC1C(=O)N(C)CC(=O)Nc1ccc(Cl)c(C(F)(F)F)c1 (configuration not stated)	1%	-9%	-4%	-1%	6.6%
C=CCn1c(SCC(=O)N(CC)C2CCS(=O)(=O)C2)nc2ccccc2c1=O (configuration not stated)	6%	-7%	-4%	7%	1.3%
CCC(=O)Nc1ccc2c(c1)ncn2-c1ccccc1C	2%	3%	-51%	-1%	2.2%
COc1cc(/C=N/Nc2nc3ccccc3[nH]2)cc(OC)c1O	5%	-4%	2%	-7%	13%
Cc1sc2nc(-c3cccs3)oc(=O)c2c1C	34%	-4%	-15%	?	0.4%
COc1ccc2[nH]c(=O)c(CN(CCCN3CCOCC3)C(=O)NCc3ccccc3)cc2c1	-9%	3%	-3%	1%	2.3%

An excerpt from above in order of length of the SMILES, largest number first:
SMILES	H37Rv inhibition	H1N1 NS1A inhibition	PhoP GFP inhibition	tuberculosis growth	VEEV TC-83 Vero	others
COc1ccccc1CNC(=O)C(=O)NCC1OCCCN1S(=O)(=O)c1ccc(F)cc1C (configuration not stated)	-3%	-4%	-9%	14%	2.6%
O=C(Nc1ccc(O)cc1)/C(=C\c1cccs1)NC(=O)c1ccccc1	-4%	25%	6%	5%	i
COc1cccc(NC(=O)CN(C)C(=O)c2cc(C)on2)c1	-1%	-10%	1%	-10%	1.8%
C/C(=N\NC(=O)Cc1cccn1C)c1ccc2ccccc2c1	-6%	11%	8%	-6%	i
CCOc1nc(-c2ccccc2)ccc1-c1noc(COC)n1	14%	-4%	2%	4%	5.8%
Nc1ccc2sc(N)nc2c1	-1%	-13%	.	1%	1.1%
